Screening results: PubChem, National Center for Advancing Translational Sciences (NCATS)
BAZ2B inh: BAZ2B (human) inhibition | Q9UIF8 | AlphaScreen BAZ2B-H3K14Ac peptide displacement | Potency, µM (titrated, usually from 114 µM), inactives show at the highest dose activity change, negative = inhibition, most hits filed as inhibitors | 4.4% of 360,000 active; note: % is set by controls: 0 for no effect and ±100 for the full control effect; nearly all actives have a fitted effect of over 60% in size
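Multi-concentration screen (max 110 uM) measuring displacement of acetylated histone H3 peptide from BAZ2B by AlphaScreen, using 50 nM protein, 50 nM peptide and 10 ug/mL streptavidin donor plus Ni-chelate acceptor beads.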
Pol beta inh: DNA polymerase beta (human) inhibition; Pol beta primer extension/strand displacement, fluorescence kinetic; Potency, µM (highest dose often 114 µM), inactives show at the highest dose activity change, negative = inhibition, most hits filed as inhibitors; 1.3% of 340,000 active; AID 485314; note: % is set by controls: 0 for no effect and ±100 for the full control effect
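Preincubation: enzyme (10 nM) with compound, 15 min, RT. Reaction: substrate added to 50 nM final. Reads: 0 and 10 min. Analysis: normalized, Hill fit.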
JMJD2A Tudor: JMJD2A Tudor domain (human) inhibition; O75164; AlphaScreen JMJD2A-Tudor / H3K4me3 peptide binding; Potency, µM (highest dose often 114 µM), inactives show at the top dose activity change, negative = inhibition, most hits filed as inhibitors; 4.4% of 390,000 active; AID 504339; note: % is set by controls: 0 for no effect and ±100 for the full control effect; nearly all actives have a fitted effect of over 50% in size
POLH inh: inhibitors of human DNA polymerase eta; Q9Y253; recombinant Pol eta, fluorescent DNA replication assay; Potency, µM (series often up to 114 µM), for the others: at the top dose activity change, negative = inhibition, hits mostly inhibitors; 1.2% of 390,000 active; AID 588591; note: % is set by controls: 0 for no effect and ±100 for the full control effect
Target sequence (Q9Y253 whole entry, looked up): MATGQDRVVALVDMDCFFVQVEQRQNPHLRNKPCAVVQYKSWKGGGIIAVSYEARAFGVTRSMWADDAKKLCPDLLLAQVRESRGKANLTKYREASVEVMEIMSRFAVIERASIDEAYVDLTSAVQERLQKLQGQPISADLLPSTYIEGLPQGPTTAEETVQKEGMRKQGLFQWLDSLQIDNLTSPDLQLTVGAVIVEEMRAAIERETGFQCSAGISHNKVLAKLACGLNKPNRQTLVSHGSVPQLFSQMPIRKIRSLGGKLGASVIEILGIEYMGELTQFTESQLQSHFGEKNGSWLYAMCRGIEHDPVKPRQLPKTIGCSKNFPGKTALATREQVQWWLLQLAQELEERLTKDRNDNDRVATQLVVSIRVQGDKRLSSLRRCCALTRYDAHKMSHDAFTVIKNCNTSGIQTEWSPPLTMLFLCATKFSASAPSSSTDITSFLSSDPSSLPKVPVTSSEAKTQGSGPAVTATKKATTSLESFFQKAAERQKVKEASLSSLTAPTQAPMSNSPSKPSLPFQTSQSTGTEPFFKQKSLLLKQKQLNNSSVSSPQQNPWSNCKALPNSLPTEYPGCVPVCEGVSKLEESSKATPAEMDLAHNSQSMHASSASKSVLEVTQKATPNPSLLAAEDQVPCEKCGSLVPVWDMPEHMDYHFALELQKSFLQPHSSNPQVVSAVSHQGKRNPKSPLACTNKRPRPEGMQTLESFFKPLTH
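Fluorescent replication assay: 50 nM final substrate added after a 15 min room-temperature compound preincubation with 10 nM enzyme. Signal taken at 0 min and again at 10 min.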
BLM inh: inhibitors of human Bloom syndrome helicase BLM; Potency, µM (highest dose often 56.1 µM), for the others: top-dose activity change, negative = inhibition, hits mostly inhibitors; P54132; recombinant BLM DNA unwinding, fluorescence dequenching; 0.2% of 350,000 active;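 note: plate controls were vehicle for no effect and no enzyme for full effect; nearly all actives have a fitted effect of over 35% in size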
APEX1 inh: inhibitors of human APE1 endonuclease. recombinant APE1, TAMRA/BHQ-2 abasic DNA cleavage fluorescence. Potency, µM (highest dose often 65.8 µM), inactives show at the top dose activity change, negative = inhibition, actives largely listed as inhibitors. 0.35% of 350,000 active. AID 2517;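 note: plate controls were vehicle for no effect and reference inhibitor for full effect; nearly all actives have a fitted effect of over 55% in size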
Target sequence (P27695 whole entry, looked up): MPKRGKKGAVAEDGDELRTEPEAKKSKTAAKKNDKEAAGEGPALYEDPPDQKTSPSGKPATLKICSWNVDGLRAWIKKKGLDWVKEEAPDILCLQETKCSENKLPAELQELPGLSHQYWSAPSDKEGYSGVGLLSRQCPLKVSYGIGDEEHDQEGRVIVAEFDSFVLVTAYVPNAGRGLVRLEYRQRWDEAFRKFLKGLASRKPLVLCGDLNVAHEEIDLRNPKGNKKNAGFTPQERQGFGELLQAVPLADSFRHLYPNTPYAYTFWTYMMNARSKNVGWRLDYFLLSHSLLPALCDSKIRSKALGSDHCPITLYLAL
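Endonuclease cleavage of a quenched abasic-site DNA duplex (50 nM) by APE1 (0.75 nM) was tracked by TAMRA dequenching. Compounds were preincubated with enzyme 15 min at room temperature; data normalized to buffer-only and DMSO wells plus NSC13755 control.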
G9a inh: blocks human histone lysine methyltransferase G9a | G9a H3K9 monomethylation, AlphaScreen, 2 h | Q96KQ7 | 8.8% of 350,000 active | AID 504332 | Potency, µM (top dose mostly 102 µM), without a hit: at the highest dose activity, negative = inhibition, usual class: inhibitors; note: % is set by controls: 0 for no effect and ±100 for the full control effect; nearly all actives have a fitted effect of over 75% in size
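AlphaScreen detection with an anti-monomethyl H3K9 antibody quantified product after a 2 h room-temperature reaction containing 500 nM biotinylated H3K9 peptide, 20 µM SAM and 20 nM enzyme, which had been preincubated 15 min with compound.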
POLI inh: inhibitors of human DNA polymerase iota; Pol iota fluorescent replication assay, 10 min; Q9UNA4; Potency, µM (top dose mostly 115 µM), for the others: at the highest dose activity, negative = inhibition, hits mostly inhibitors; 1% of 390,000 active; AID 588590
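Fluorescent replication assay read twice, at 0 min and 10 min after adding 50 nM (final) substrate. Enzyme (10 nM) and compounds were first incubated 15 min at room temperature; enzyme-free buffer wells were negative controls.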
Pol kappa inh: inhibitors of human DNA polymerase kappa; Q9UBT6; purified Pol kappa, fluorescent DNA synthesis assay, 10 min; Potency, µM (top dose mostly 107 µM), for inactives: at the highest dose activity, negative = inhibition, hits mostly inhibitors; 0.53% of 400,000 active; AID 588579; note: % is set by controls: 0 for no effect and ±100 for the full control effect
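Readout: fluorescence, taken kinetically at 0 and 10 min. Conditions: 10 nM Pol kappa, 15 min RT compound preincubation, 50 nM substrate final. Controls: enzyme-free buffer wells.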
* hit, by the source's call; ? = inconclusive; . = no result given; & = joins results of further samples; ! = not active in a repeat; [ ] = another dose, or the depositor's remark. Calls come from the whole dose curve; as a rule, active = well fitted curve in the direction sought with a large enough effect; inconclusive = small, poorly fitted or top-dose-only effect, or another doubt; inactive = no such curve, though single readings can be large; an effect the other way counts as inactive or inconclusive. Potency is the fitted concentration of half-maximal effect.

cpd	mol	G9a inh	APEX1 inh	BAZ2B inh	BLM inh	Pol kappa inh	POLI inh	JMJD2A Tudor	Pol beta inh	POLH inh
1	COCC(C)NC(=O)c1cccc(Cl)c1 (stereo not given)	18%[59 µM]	8%	5%	2%	-7%	?	-14%[11.4 µM]	16%	4%
2	COc1ccc(Cl)cc1NC(=S)NNC(=O)CC(C)C	25%[12.7 µM]	3%	-3%	-9%	-2%	87%[activator]	-22%	-2%	-1%
3	Cc1coc2c(C)c3oc(=O)c(CCC(=O)NCCc4ccc(Cl)cc4)c(C)c3cc12	4%[59 µM]	.	2%	1%	-18%	-26%	8%	?	-16%
4	COc1ccc(Cl)cc1NC(=O)c1cc(S(=O)(=O)N2CCCC2)cn1C	.	14%	5%	3%	-4%	-1%	-25%	-18%	-10%
5	CCNC(=S)NNC(=O)Cc1ccccc1	-3%	-3%	6%	1%	-10%	4%	-6%	20%	-6%
6	OCc1c[nH]c2ccccc12	13µM*!	-9%&1%&-1%	-11%	4%	2%	35%	-29%	.	-19%
7	COCCCNC(=S)N1CCN(c2ccc([N+](=O)[O-])cc2)CC1	-6%[59 µM]	-2%	-21%	2%	1%	13%	-16%	28%	-7%
8	COc1ccc(N2CC(C(=O)Nc3nc4ccc(OC)cc4s3)CC2=O)cc1 (stereo not given)	?	25%	-32%	1%	-16%	55%[activator]	-32%	-15%	-10%
9	CCCCC(=O)N(Cc1ccc2c(c1)OCO2)Cc1nc2ccccc2c(=O)[nH]1	-6%	6%	-33%	2%	-3%	82%[activator]	32µM*	0%	-10%
10	Cc1c(O)nc2ccccn2c1=O	.	-8%	-2%	-1%	6%	34%	-2%	21%	-7%
11	COC(=O)[C@H](Cc1ccccc1)NC(=O)Nc1ccc(C)cc1	6%[12.7 µM]	4%	-5%	1%	-9%	-3%	-6%	35%	-2%
12	CC(C)(CNS(=O)(=O)c1ccc(Br)s1)N1CCOCC1	.	-6%	.	.	1%	-11%	-8%	.	-14%
13	CCCc1[nH]nc2c1C(c1ccc(OC(=O)N3CCOCC3)cc1)C(C#N)=C(N)O2 (stereo not given)	-31%[59 µM]	-4%	0%	1%	-12%	10%	-11%	12%	12%
14	O=C(N/C=C/c1ccco1)OCc1ccccc1	50µM*	?	?	-14%	-43%	?	-31%	?	?
15	COc1ccc(Cn2c(=S)[nH]c3cc(C(=O)NCc4cccnc4)ccc3c2=O)cc1	10%	-3%	-15%	-11%	-1%	99%[activator]	-15%	?	-28%

The list goes on; it opens with the 4 that closed the last part.
cpd	mol	G9a inh	APEX1 inh	BAZ2B inh	BLM inh	Pol kappa inh	POLI inh	JMJD2A Tudor	Pol beta inh	POLH inh
12	CC(C)(CNS(=O)(=O)c1ccc(Br)s1)N1CCOCC1	.	-6%	.	.	1%	-11%	-8%	.	-14%
13	CCCc1[nH]nc2c1C(c1ccc(OC(=O)N3CCOCC3)cc1)C(C#N)=C(N)O2 (stereo not given)	-31%[59 µM]	-4%	0%	1%	-12%	10%	-11%	12%	12%
14	O=C(N/C=C/c1ccco1)OCc1ccccc1	50µM*	?	?	-14%	-43%	?	-31%	?	?
15	COc1ccc(Cn2c(=S)[nH]c3cc(C(=O)NCc4cccnc4)ccc3c2=O)cc1	10%	-3%	-15%	-11%	-1%	99%[activator]	-15%	?	-28%
16	COc1ccc2nc(NC(=O)CSCc3c(C)noc3C)sc2c1	?	23%	-8%	.	-15%	3%	-15%	.	-15%
17	O=C(CCn1nc(-c2ccc(Cl)cc2)c2ccccc2c1=O)Nc1ccc(OC(F)(F)F)cc1	-25%[59 µM]	.	-24%	-4%	-29%	39%[activator]	-7%	17%	.
18	O=C(O)c1ccccc1/C=N/NC(=O)C1CCCC1	?	-13%	-3%	1%	-9%	-7%	-12%	0%	-1%
19	COCCCNc1nc2c(-c3ccc(C)cc3)nnn2c2ccccc12	6%[0.501 µM]	-7%	-4%	-11%	-8%	?	2%	19%	2%
20	Cc1cccc(NC(=O)Cc2ccc(-n3c(C)nc4cccnc43)cc2)c1C	-5%[59 µM]	.	2%	0%	-13%[60.1 µM]	3%	-3%	6%	-7%
21	CCc1ccc(NC(=O)C(=O)NCC(c2ccc3c(c2)OCO3)N2CCOCC2)cc1 (stereo not given)	26%[59 µM]	.	4%	-6%	-9%[60.1 µM]	7%	-14%	4%	-17%
22	Cc1ccc(NC(=O)CN(C)C(=O)c2ccc(Cl)nc2)cc1	-5%	-10%	0%	-4%	-17%	-10%	-11%	54%	-5%
23	O=c1ccc2cc(O)c(O)cc2o1	?	-4%	-26%	-2%	3.5µM*!	?	?	0%	-2%
24	CSc1nsc(/C=C/Nc2ccc(C)cc2)c1C#N	2.2µM*	-2%	?	-6%	-18%	28%	-26%	3%	?
25	CC1=C(C(=O)OC(C)C)C(c2cccs2)NC(=S)N1 (stereo not given)	-6%[59 µM]	1%	-11%	1%	2%	17%	-6%	21%	-12%
26	CNC(=S)N/N=C/c1c(C)c(C(=O)c2ccc(F)cc2)n2ccccc12	-5%	-9%	-19%	0%	2%	11%	-8%	44%	-27%
27	COc1cc(S(=O)(=O)Nc2ccccc2)ccc1N=Cc1c(C)[nH]n(-c2ccc(C)cc2)c1=O	-11%	-5%	-37%	-7%	.	.	.	-10%	.
28	CCOC(=O)C1=C(c2ccccc2)OC(N)=C(C#N)C1c1cccs1 (stereo not given)	?	-5%	?	-13%	-13%	13%	-22%	7%	-9%
29	O=C(O)c1cc(Nc2nc(N3CCOCC3)nc(N3CCOCC3)n2)ccc1Cl	4%[59 µM]	-3%	4%	3%	4%	11%	-11%	0%	-2%
30	CN(C)c1cccc(NC(=O)NC2(C)CCS(=O)(=O)C2)c1 (stereo not given)	?	10%	-6%	-1%	5%	18%	-11%	-1%	-15%
31	COc1ccc(/C=N/NC(=O)Cn2cc(C(F)(F)F)ccc2=O)cc1	21%	-1%	4%	-10%	-35%	138%[activator]	-7%	-26%	-3%
32	O=C(CN1CCN(S(=O)(=O)c2ccccc2)CC1)Nc1ccccc1Cl	88%[activator]	15%	7%	-3%	-12%	-1%	-8%	27%	-9%
33	CSc1nnc(-c2cc(Br)ccc2N=Cc2c(C)[nH]n(-c3ccccc3)c2=O)c(=O)[nH]1	-21%	8%	-25%	2%	-11%	-11%	?	1%	-2%
34	CCOC(=O)CC1COCCN1C(=O)c1ccc2oc(Cc3ccccc3)nc2c1 (stereo not given)	-9%	5%	-4%	-3%	0%	141%[activator]	-5%	29%	-8%
35	Cc1nc(SCC(=O)Nc2cc(Cl)ccc2[N+](=O)[O-])nc(C)c1C	?	-2%	40µM*	1%	-20%	5%	?	-7%	-11%
36	COc1ccc2[nH]cc(CCNC(=O)Cn3cc(C)c(=O)[nH]c3=O)c2c1	.	.	.	.	-8%	40%[activator]	-15%	.	-15%
37	COc1ccc2nc(C)cc(N/N=C/c3ccccc3)c2c1	-11%[12.7 µM]	-43%	-2%	.	?	-22%	?	.	?
38	COc1cc2c(cc1OC)C(C)N(C(=S)NC(=O)c1ccccc1)CC2 (stereo not given)	26%[12.7 µM]	-5%	-34%	-13%	-14%	65%[activator]	-14%	11%	-13%
39	CC(=O)Nc1nc(Cn2nnc(-c3ccc4c(c3)OCO4)n2)nc(N(C)C)n1	10%[59 µM]	8%	-30%	-2%	2%	123%[activator]	4%	2%	-11%
40	CCOC(=O)N1CCN(C(=O)CSc2ccc3nnc(-c4cccnc4)n3n2)CC1	-50%	5%	0%	0%	-16%	-12%	-18%	3%	-13%
41	COC(=O)c1ccc(COC(=O)CSCC(=O)Nc2ccc(C)cc2C)cc1	.	31%	.	.	-20%	?	-1%	.	-17%
42	COc1ccc(S(=O)(=O)N2CCCCC2)cc1NC(=O)CCCNC(=O)c1ccc(Cl)cc1	?	11%	1%	.	-18%	-2%	-25%	.	-14%
43	CCc1nc(C)c(C(=O)N2CCCC(C(=O)Nc3cccc(-c4cccc(C)c4)c3)C2)o1 (stereo not given)	.	-15%	18%	-11%	-10%	4%	-26%	9%	-1%
44	COc1ccccc1CNC(=O)COc1cccnc1[N+](=O)[O-]	-9%[59 µM]	7%[12.4 µM]	9%	2%	10%	24%	-9%	35%	-22%
45	CCOC(=O)c1sc2nc3c(SCCC(=O)O)cc(C(=O)c4cc(OC)ccc4O)cn3c(=O)c2c1C	11µM*	1.6µM*	35µM*	?	-43%	?	14µM*	2.8µM*	11µM*
46	CCn1ncc(CN2CCN(C(=O)Nc3ccccc3C(=O)OC)CC2)c1C	14%[59 µM]	2%	18%	3%	-2%	4%	-21%	4%	7%
47	Cc1ccc2c(c1)cc1c(=O)n(CC(=O)NC(C)CCc3ccccc3)nc(C)n12 (stereo not given)	0%[59 µM]	.	-12%	-4%	12%	20%	-2%	14%	1%
48	COc1ccc(CS(=O)(=O)CC(C)(O)c2ccccc2)cc1 (stereo not given)	-10%	15%	-1%	-1%	-11%	-4%	-6%	37%	-4%
49	O=C(Nc1ccc(Oc2ccccc2)nc1)C1CCCCN1Cc1cccc(OCCO)c1 (stereo not given)	?	34%	-26%	-4%	-12%	6%	-21%	-4%	-8%
50	Cc1ccc(Sc2c([N+](=O)[O-])ncn2C)cc1	50%[activator]	-4%	2%[57.1 µM]	-2%	-5%	4%	-5%[57.1 µM]	-2%	3%
51	N#Cc1ccc(-c2ccc(OCC(=O)NCCc3ccccc3)cc2)cc1	-6%[59 µM]	6%	-35%	1%	-11%	23%	-3%	2%	-24%
52	O=C(Cn1cc(CCO)nn1)N1CCNCC1	-15%[59 µM]	1%	-15%	-4%	-26%	?	-24%	?	-2%
53	Nc1cc(N2CCCC2)ccc1[N+](=O)[O-]	-2%	5%	-21%	-4%	-13%	139%[activator]	-12%	-1%	1%

These rows are one share of the data (hit frequency here may not be typical).
